Compound activity from PubChem BioAssay.
KOR beta-arrestin-1: KOR antagonists, beta-arrestin recruitment, cell-based, luminescence, uHTS (AID 1778); KOR beta-arrestin recruitment, luminescence, antagonist mode; higher % means a stronger effect; 290,000 tested, 0.091% active; one-dose inhibition, % at 10 µM; IC50 in µM for titrated hits; further: strong numbers were not always called active
HEK293 NOD2/NF-kB: NOD2 signaling inhibitors, cell-based, luminescence, uHTS, HEK293 (AID 1566); HEK293 NOD2/NF-kB luciferase reporter, luminescence; higher % means a stronger effect; inhibition, % at 4 µM, or EC50 in µM where a hit was titrated; 290,000 tested, 0.63% active; further: many of its hits are not listed in these tables
NTR1 ag: agonists of NTR1, primary screen, imaging, U2OS cells, beta-arrestin-GFP, high content (AID 493036); NTR1-U2OS beta-arrestin-GFP spot imaging, agonist mode; activation, % at 20 µM; 330,000 tested, 0.17% active;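 active means activation at or above 40% of the spot to cytoplasm intensity ratio, with at least 20 cells analyzed; inconclusive means wells under 20 cells, flagged as cytotoxic or low count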;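 further: 0% = DMSO without peptide and 100% = 100 nM NTR1 peptide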
Target sequence (P30989 whole entry, looked up): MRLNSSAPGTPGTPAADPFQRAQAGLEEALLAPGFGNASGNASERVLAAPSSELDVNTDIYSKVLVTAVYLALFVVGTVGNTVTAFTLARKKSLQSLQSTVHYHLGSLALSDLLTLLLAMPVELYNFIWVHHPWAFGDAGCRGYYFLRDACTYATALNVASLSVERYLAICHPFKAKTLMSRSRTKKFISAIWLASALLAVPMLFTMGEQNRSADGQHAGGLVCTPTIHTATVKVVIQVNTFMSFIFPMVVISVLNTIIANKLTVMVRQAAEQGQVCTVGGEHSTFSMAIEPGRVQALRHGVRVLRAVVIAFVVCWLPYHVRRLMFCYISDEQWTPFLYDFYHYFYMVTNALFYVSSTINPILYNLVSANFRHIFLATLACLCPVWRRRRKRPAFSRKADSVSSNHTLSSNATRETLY
GPR55 activation: GPR55 agonists via beta-arrestin recruitment, primary screen, imaging, U2OS cells, beta-arrestin-GFP redistribution (AID 1961) | U2OS GPR55 beta-arrestin-GFP redistribution imaging; higher % means a stronger effect | activation, % at 10 µM, or EC50 in µM where a hit was titrated | 290,000 tested, 0.048% active;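 active means activation above 40% with more than 50 cells counted in the well; inconclusive means wells holding fewer than 50 cells, flagged as toxic or sparse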;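 further: U2OS osteosarcoma cells stably expressing GPR55 and beta-arrestin-GFP; plate controls were DMSO negative control for no effect and LPI positive control for full effect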
NOD1 inhibition: inhibition of NOD1-driven NF-kB reporter – cell-based, luminescence, uHTS, primary screen (AID 1578); inhibition, % at 4 µM; hits with a dose series show EC50 in µM; 290,000 tested, 1% active; NOD1-driven NF-kB luciferase reporter cells, luminescence; higher % means a stronger effect; in the data active means inhibition mostly above about 36%, no sharp cut-off; inactive means mostly below about 34%;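 further: HEK-293T reporter cells stimulated with the NOD1 agonist gamma-tri-DAP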
GPR55 antagonists: GPR55 antagonists blocking LPI-driven arrestin recruitment, primary screen, imaging, U2OS, beta-arrestin-GFP, LPI agonist (AID 2013); 290,000 tested, 0.13% active; U2OS GPR55 beta-arrestin-GFP translocation imaging, LPI antagonism; higher % means a stronger effect; one-dose inhibition, % at 10 µM; IC50 in µM for titrated hits;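 active means spots per cell inhibited over 60%, with over 100 cells counted and total cytoplasm intensity under 500,000; inconclusive means wells with under 100 cells, flagged as likely toxic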;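 further: U2OS cells stably carrying GPR55 and arrestin-GFP stimulated by 5 µM LPI near EC80; imaged beta-arrestin-GFP aggregate spots per cell after agonist stimulation; plate controls were LPI-stimulated DMSO wells for no effect and DMSO wells without LPI for full effect; some results filed as inactive read as strong as hits; confirmed hits need IC50 under 10 µM and bright autofluorescent wells are also inconclusive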
Myeloid diff 2: compounds promoting myeloid differentiation; calls only at 10 µM; AID 624256; ER-HoxA9 myeloid progenitors, lysozyme-GFP differentiation, flow cytometry; 360,000 tested, 1% active;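 active means normalized GFP-positive differentiation at or above the plate's own cutoff, the solvent-only control mean plus 3 SD; inconclusive means no clear call, values can overlap the other calls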;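 further: cells exposed to compound for four days before flow analysis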
KOR beta-arrestin-2: kappa opioid receptor activators – cell-based, luminescence, uHTS, primary screen (AID 1777); 280,000 tested, 0.02% active; activation, % at 10 µM; hits with a dose series show EC50 in µM; KOR beta-arrestin recruitment, luminescence; higher % means a stronger effect; in the data active means activation above about 50%, passing the limit was not always enough; further: a part of the inactive calls stands beside numbers as strong as those of hits
T cell HTS: modulates CD8 T cell binding to vesicles; calls only at 7 µM; 2C CD8+ T cell-vesicle binding, flow cytometry; hits give low values; 330,000 tested, 0.068% active; AID 2052;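 active means response, share of CD8 T cells binding vesicles, and their 90th percentile fluorescence all below set limits, cut at about 80% in these data, passing the limit was not always enough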
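Assay system: 2C TCR transgenic mouse naive CD8+ T cells, MACS-purified | Read-out: CD8+ gate FL2 mean fluorescence as % of same-row positive control | Signal: High-throughput flow cytometry with anti-B7-1 and anti-CD8 staining | Timing: Binding step 1.5 h, 37 °C, antibody labelling 20 min, ice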
T cell HTS vesicle-bound %: further read-out of T cell HTS, marked with its call; double positive events, %; measured here: CD8+ vesicle-bound cell fraction;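 binding gate set so that unloaded-vesicle control wells show 10% double positive cells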
NTR1 ag cell count 20 µM: second read-out of NTR1 ag, no call of its own (marks repeat the call); cell count; measured here: cell count, cytotoxicity flag
Myeloid diff 2 GFP+ MAC1+ %: second read-out of Myeloid diff 2, no call of its own (marks repeat the call); GFP+ MAC1+ double positive, %; measured here: differentiation confirmed by MAC1 staining
Starred values were filed as active, the others as inactive; i = inactive; ? = inconclusive; / = no result given. Unless noted, no stated cut-off is given here; in the data, active means inhibition above about 50%; inactive means the rest. An excerpt; the hit share may differ from the screen's.

Short forms: A = KOR beta-arrestin-1; B = HEK293 NOD2/NF-kB; C = NTR1 ag; D = NTR1 ag cell count 20 µM; E = GPR55 activation; F = NOD1 inhibition; G = GPR55 antagonists; H = Myeloid diff 2; I = Myeloid diff 2 GFP+ MAC1+ %; J = KOR beta-arrestin-2; K = T cell HTS; L = T cell HTS vesicle-bound %
1) CCN1CCC(NCCc2ccc(F)cc2)CC1
  A: -3.8%; B: 9.6%; C: 1.6; D: 58; E: 0.5%; F: -15.0%; G: -9.7%; H: i; I: 0.2; J: -0.9%; K: i; L: 62.1
2) COCCCNC(=O)CSc1nc2c(sc(=S)n2-c2cc(Cl)ccc2OC)c(=O)[nH]1
  A: 9.1%; B: 10.3%; C: -0.1; D: 86; E: 0.0%; F: -11.7%; G: 18.3%; H: i; I: 0.8; J: -4.5%; K: i; L: 58.3
3) Cc1ccc(OCC(=O)NNC(=S)NC(=O)c2ccc(Br)o2)c(C)c1
  A: -2.1%; B: 24.6%; C: 6.9; D: 58; E: -0.1%; F: -1.5%; G: -0.6%; H: i; I: 0.3; J: 8.9%; K: i; L: 56.9
4) CSc1ccc(CCNC(=O)C2CCCN(c3ncnc4c3nc3n4CCCCC3)C2)cc1 (stereo unspecified)
  A: 9.4%; B: 30.2%; C: 1.1; D: 61; E: -0.1%; F: -3.6%; G: 7.9%; H: ?; I: /; J: -0.3%; K: i; L: 14.3
5) Cc1cc(C(=O)CSc2nnc(-c3cccnc3)n2-c2ccccc2F)c(C)n1CC1CCCO1 (stereo unspecified)
  A: 4.3%; B: 16.0%; C: 0.0; D: 30; E: -0.1%; F: 3.0%; G: 21.8%; H: i; I: 1.2; J: 5.6%; K: i; L: 52.3
6) NC(=O)C1=C[C@@H](c2coc3ccccc3c2=O)C[C@@H](OCCCCO)O1
  A: 9.1%; B: 3.8%; C: 1.0; D: 74; E: 0.1%; F: -15.1%; G: 2.0%; H: i; I: 2.0; J: -0.4%; K: i; L: 28.5
7) C(=C\c1ccccc1)/CSc1nnc(-c2ccccn2)n1Cc1ccco1
  A: -68.2%; B: -11.8%; C: 1.8; D: 45; E: -0.1%; F: -28.6%; G: 12.5%; H: ?; I: /; J: 5.22µM*; K: i; L: 21.3
8) O=C1c2ccccc2-c2nnc(-c3ccccc3)cc21
  A: -100.8%; B: -81.2%; C: 0.4; D: 55; E: -0.1%; F: -1.6%; G: -3.0%; H: i; I: 1.0; J: 5.1%; K: i; L: 33.2
9) CCSc1nnc(-c2ccc(Cl)cc2Cl)o1
  A: 10.5%; B: -49.1%; C: 1.4; D: 91; E: -0.2%; F: -64.8%; G: -3.2%; H: i; I: 10.5; J: 5.2%; K: i; L: 52.5
10) CCN(CC)c1ccc(/C=N/Nc2nn[nH]n2)cc1
  A: 25.5%; B: -6.8%; C: -1.8; D: 65; E: -0.1%; F: -0.6%; G: 0.3%; H: i; I: 0.6; J: 6.0%; K: i; L: 28.2
11) Cc1cc(C)nc(SCC(=O)N/N=C/c2cccc([N+](=O)[O-])c2)n1
  A: -9.4%; B: 14.9%; C: -2.0; D: 73; E: 0.5%; F: 20.1%; G: -0.1%; H: i; I: 1.3; J: -2.1%; K: i; L: 47.2
12) O=C(Cn1cnc2ccccc2c1=O)NCCC(=O)N1CCN(c2ccccc2)CC1
  A: 30.5%; B: -2.4%; C: -0.1; D: 51; E: 0.0%; F: -10.8%; G: -2.5%; H: i; I: 1.0; J: 2.3%; K: i; L: 59.1
13) O=C(Nc1ccc(C(=O)O)cc1)Nc1cccc2ccccc12
  A: 1.7%; B: 7.4%; C: 1.0; D: 65; E: -0.1%; F: 15.0%; G: 6.2%; H: i; I: 0.4; J: 3.9%; K: i; L: 67.9
14) CC(C)(C)NC(=O)NC(=O)CN1CCN(C(c2ccccc2)c2ccccc2)CC1
  A: -9.0%; B: 7.9%; C: 7.7; D: 36; E: -0.2%; F: -8.3%; G: -6.5%; H: i; I: 0.1; J: -4.6%; K: i; L: 30.1
15) CCOC(=O)Cc1nc(-c2ccc(Cl)cc2)n[nH]1
  A: -3.8%; B: -7.3%; C: -1.8; D: 96; E: -0.3%; F: -21.7%; G: 10.7%; H: i; I: 0.0; J: -1.9%; K: i; L: 47.2
16) Cc1ccccc1N1Cc2ccccc2C1
  A: 7.5%; B: 4.9%; C: 0.9; D: 44; E: -0.2%; F: 0.8%; G: 9.4%; H: i; I: 1.3; J: 1.3%; K: i; L: 43.9

Fetched one by one from the list above:
Short forms: A = KOR beta-arrestin-1; B = HEK293 NOD2/NF-kB; C = NTR1 ag; D = NTR1 ag cell count 20 µM; E = GPR55 activation; F = NOD1 inhibition; G = GPR55 antagonists; H = Myeloid diff 2; I = Myeloid diff 2 GFP+ MAC1+ %; J = KOR beta-arrestin-2; K = T cell HTS; L = T cell HTS vesicle-bound %
8) O=C1c2ccccc2-c2nnc(-c3ccccc3)cc21
  A: -100.8%; B: -81.2%; C: 0.4; D: 55; E: -0.1%; F: -1.6%; G: -3.0%; H: i; I: 1.0; J: 5.1%; K: i; L: 33.2
11) Cc1cc(C)nc(SCC(=O)N/N=C/c2cccc([N+](=O)[O-])c2)n1
  A: -9.4%; B: 14.9%; C: -2.0; D: 73; E: 0.5%; F: 20.1%; G: -0.1%; H: i; I: 1.3; J: -2.1%; K: i; L: 47.2
13) O=C(Nc1ccc(C(=O)O)cc1)Nc1cccc2ccccc12
  A: 1.7%; B: 7.4%; C: 1.0; D: 65; E: -0.1%; F: 15.0%; G: 6.2%; H: i; I: 0.4; J: 3.9%; K: i; L: 67.9
1) CCN1CCC(NCCc2ccc(F)cc2)CC1
  A: -3.8%; B: 9.6%; C: 1.6; D: 58; E: 0.5%; F: -15.0%; G: -9.7%; H: i; I: 0.2; J: -0.9%; K: i; L: 62.1
6) NC(=O)C1=C[C@@H](c2coc3ccccc3c2=O)C[C@@H](OCCCCO)O1
  A: 9.1%; B: 3.8%; C: 1.0; D: 74; E: 0.1%; F: -15.1%; G: 2.0%; H: i; I: 2.0; J: -0.4%; K: i; L: 28.5
16) Cc1ccccc1N1Cc2ccccc2C1
  A: 7.5%; B: 4.9%; C: 0.9; D: 44; E: -0.2%; F: 0.8%; G: 9.4%; H: i; I: 1.3; J: 1.3%; K: i; L: 43.9
